Source: PubChem BioAssay
LGR2 inh = inhibitors of bursicon-induced LGR2 CRE-luciferase signal, primary screen, cell-based, HEK293, CRE-luciferase reporter, bursicon stimulation; bursicon-stimulated, 4 h; inhibition, % at 9.99 µM; actives 0.35% (n = 380,000);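 active = drop in luminescence signal, shown as inhibition above about 50% in the replicate tests, limit read from the data, passing the limit was not always enough; inconclusive = probably only some replicates passing the limit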;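 note: agonist challenge used bursicon conditioned medium at about half maximal strength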
PglD inh = C. jejuni PglD acetyltransferase inhibitors, primary screen, biochemical, DTNB colorimetric, single point. inhibition, % at 12.5 µM. UDP-N-acetylbacillosamine N-acetyltransferase PglD (Campylobacter jejuni). actives 0.098% (n = 360,000). purified PglD enzyme, DTNB colorimetric CoA detection; in the data active = inhibition above about 16%, passing the limit was not always enough; inconclusive = no clear call, values can overlap the other calls; note: strong numbers were not always called active
ERAP1 inh = human ERAP1 aminopeptidase inhibitors, primary screen, biochemical, single point, plate reader. AID 652197, 2013. Endoplasmic reticulum aminopeptidase 1 (Homo sapiens), Q9NZ08. recombinant ERAP1, Leu-AMC fluorescence, 60 min. inhibition, % at 10.7 µM. actives 0.15% (n = 340,000);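 active = mean replicate inhibition of at least 30%, or all replicates individually reaching that 30% level; inactive = mean below 30% and not every replicate reaching it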;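 note: 0% = neutral control wells and 100% = L-leucinethiol positive control wells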
Target sequence (Q9NZ08 whole entry, looked up): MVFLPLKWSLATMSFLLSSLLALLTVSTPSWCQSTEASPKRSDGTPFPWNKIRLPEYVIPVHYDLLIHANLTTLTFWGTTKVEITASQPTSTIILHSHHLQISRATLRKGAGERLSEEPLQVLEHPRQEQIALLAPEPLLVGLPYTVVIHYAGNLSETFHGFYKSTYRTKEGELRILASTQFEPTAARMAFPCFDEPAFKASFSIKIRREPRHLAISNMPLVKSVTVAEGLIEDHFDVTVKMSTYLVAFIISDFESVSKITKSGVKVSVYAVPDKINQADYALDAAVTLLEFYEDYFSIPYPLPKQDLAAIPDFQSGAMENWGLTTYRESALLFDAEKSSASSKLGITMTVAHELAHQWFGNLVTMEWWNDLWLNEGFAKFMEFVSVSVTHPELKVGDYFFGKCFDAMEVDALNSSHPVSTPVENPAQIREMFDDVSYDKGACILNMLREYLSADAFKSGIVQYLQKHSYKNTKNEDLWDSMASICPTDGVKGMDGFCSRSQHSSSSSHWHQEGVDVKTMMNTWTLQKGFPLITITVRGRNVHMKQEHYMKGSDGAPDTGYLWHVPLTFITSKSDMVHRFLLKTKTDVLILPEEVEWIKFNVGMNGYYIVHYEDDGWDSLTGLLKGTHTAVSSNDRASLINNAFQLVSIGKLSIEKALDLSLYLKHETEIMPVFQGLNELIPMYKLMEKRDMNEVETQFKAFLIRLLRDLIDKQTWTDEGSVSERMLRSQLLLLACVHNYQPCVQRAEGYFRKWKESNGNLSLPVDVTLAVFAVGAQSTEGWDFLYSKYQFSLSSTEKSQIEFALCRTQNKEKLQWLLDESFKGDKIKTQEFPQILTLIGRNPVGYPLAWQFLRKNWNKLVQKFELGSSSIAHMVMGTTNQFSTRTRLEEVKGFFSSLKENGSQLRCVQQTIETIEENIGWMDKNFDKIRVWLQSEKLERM
PGC1a acetyl inh = inhibitors of PGC1a acetylation signal, primary screen, cell-based, U2OS, AlphaScreen, inhibitor mode | actives 0.17% (n = 350,000) | inhibition, % at 15.6 µM | AID 651687, 2012 | AlphaScreen anti-acetyl-lysine; with virally co-expressed GCN5 acetyltransferase;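 active = every replicate shows inhibition of at least 40%; inconclusive = mean inhibition at least 40% but some replicate below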;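 note: 0% = neutral control wells and 100% = positive control wells; some results beyond the cut were filed as inactive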
S100A4 MyoIIA = inhibitors of S100A4-myosin IIA peptide binding, primary screen, biochemical, fluorescence polarization, TAMRA-MyoIIA peptide. inhibition, % at 10.7 µM. AID 652163, 2013. actives 0.14% (n = 360,000);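 active = mean inhibition of at least 70% across replicates, with every replicate also reaching that level; inconclusive = mean inhibition reaches 70% but some replicates fall short; inactive = mean inhibition below 70%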
Target sequence (P26447 whole entry, looked up): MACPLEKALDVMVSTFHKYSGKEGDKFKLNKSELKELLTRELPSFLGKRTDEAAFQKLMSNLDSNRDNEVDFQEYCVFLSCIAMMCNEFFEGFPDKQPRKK
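assay system = human S100A4 monomer with TAMRA-labelled myosin IIA peptide | also added = labelled myosin peptide probe, 5 nM | incubation = 5 min between mix addition and reading | control set = DMSO and TFP controls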
FN deposit inh = inhibitors of fibronectin matrix deposition, primary screen, AH1F cells, Alexa488-fibronectin fluorescence, plate reader | AH1F fibroblasts, overnight | actives 0.086% (n = 350,000) | inhibition, % at 12.6 µM;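 active = mean inhibition across replicates of 30% or more, regardless of how many single replicates reach that level; inconclusive = mean under 30% yet at least half of replicates reach 30%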;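 note: positive control wells lacked labelled fibronectin entirely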
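material = AH1F fibroblast monolayer depositing Alexa488-labelled fibronectin into matrix | amount = 10000 AH1F cells/well | buffer or medium = DMEM plus 2% serum, read in PBS | incubation = 1 h cell adhesion before compound, then overnight fibronectin incubation | detection = fluorescence at 485 nm excitation, 525 nm emission | evaluation = percent inhibition as loss of matrix-bound fibronectin fluorescence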
EWS-Fli block = EWS/Fli-driven NR0B1 reporter inhibitors, primary screen, A673 cells, NR0B1 luciferase, luminescence, MLPCN library | AID 651661, 2012 | inhibition, % at 12.6 µM | viability-normalised | actives 0.67% (n = 350,000);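 active = mean inhibition of at least 50% after viability correction, with every replicate also passing that limit; inconclusive = mean reaches 50% but only one of two replicates passes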;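 note: firefly luciferase signal divided by Alamar Blue viability fluorescence both relative to DMSO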
PAX8 reporter = inhibitors of PAX8-driven TPO luciferase reporter, primary screen, RMG-I cells, single concentration | SteadyGlo, 24 h | AID 652154, 2013 | actives 1.2% (n = 360,000) | inhibition, % at 12.6 µM;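 active = mean replicate inhibition at least 60% with every replicate also reaching 60%; inconclusive = only one of the two criteria is met; inactive = mean below 60% and not all replicates reaching 60%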;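 note: luciferase light reporting Pax8 driven TPO promoter activity; plate controls were median of neutral control wells for no effect and mitoxantrone controls for full effect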
An asterisk follows results filed as active; ? = inconclusive; nt = not tested or not shown; & = joins results of further samples.

SMILES,LGR2 inh,PglD inh,ERAP1 inh,PGC1a acetyl inh,S100A4 MyoIIA,FN deposit inh,EWS-Fli block,PAX8 reporter
Cc1cc(NC(=O)CSc2nc3c(C)cccc3cc2C)no1,2,4,0,nt,-10,1,-9,1
CC(C)CC#Cc1ccc2c(c1)O[C@@H](CN(C)C(=O)Cc1ccccc1)[C@@H](C)CN([C@H](C)CO)S2(=O)=O,-11,-1,-1,-11,8,-20,11,nt
CCC(=O)N1CCc2cc(S(=O)(=O)NCCC(=O)Nc3ccccc3C)ccc21,nt,1,nt,-2,nt,-16,nt,4
COc1cccc(CN2CC3(CCN(C)CC3)c3c([nH]c4cc(OC)ccc34)[C@@H]2CO)c1,-14,nt,3,-5,0,-3,6,nt
O=C(NCC(=O)N1CCN(c2ncccn2)CC1)c1ccccc1OC(F)F,14,8,1,1,1,-1,-5,6
CCOC(=O)c1[nH]cnc1C(=O)Nc1ccc([N+](=O)[O-])cc1,11,0,1,0,5,4,3,5
CCCCc1ccc(NC(=S)N2CCN(c3ncccn3)CC2)cc1,16,-1,3,-13,-4,-10,24,18
CC1CN(c2c3c(nc4ncnn24)CCCC3)CC(C)O1 (centres undefined),nt,4,nt,11,nt,-7,nt,31
Cc1noc(-c2ccc(C(F)(F)F)cc2)c1NC(=O)Nc1ccc(Cl)cc1,25,-2,0,5,-3,-6,17,19
Cc1nnc2ccc(-c3cccc(NS(=O)(=O)c4cc(F)ccc4F)c3)nn12,10,-4,3,nt,-5,8,1,-2
COc1ccc(OCC(=O)OCC(=O)NC2CC2)cc1,15,8,0,-1,-1,-3,-6,-3
CNC[C@H]1Oc2ccc(NC(=O)Nc3c(C)noc3C)cc2CC(=O)N([C@@H](C)CO)C[C@@H]1C,-12,2,nt,11,nt,-5,-8,1
O=S(=O)(c1ccc(Cl)cc1)N1CN(CC2CCCO2)c2nc3ccccc3nc21 (centres undefined),2,-2,3,18,32,4,5,-8
CCOC(=O)N1CCN(C(=O)C(=O)NN)CC1,19,nt,2,nt,3,nt,-7,-17
Nn1c(Cc2cccc3ccccc23)nnc1SCC(=O)NCC1CCCO1 (centres undefined),-21,nt,-3,-3,-4,nt,-6,10
O=C(Cc1ccccc1)Nc1ncnc2c1C(c1ccccc1)c1c(ccc3ccccc13)O2 (centres undefined),0,2,nt,nt,-3,-5,17,?
COC(=O)[C@H]1[C@H](CO)[C@H]2Cn3c(ccc(-c4ccccc4F)c3=O)[C@H]2N1C(=O)CC1CC1,18,1,2,nt,-13,nt,0,-6
CCC(=O)Nc1nnc(S(=O)(=O)N(CC)c2cc(C)cc(C)c2)s1,3,-1,-2,-8,4,-2,11,8
CC(=O)c1ccc(N2C(=O)[C@@H]3[C@H](C2=O)[C@H]2c4ccccc4C=NN2[C@@H]3C(C)=O)cc1,1,nt,3,nt,0,5,8,0
COCCN(C(=O)CNC(=O)c1cccs1)C(C(=O)NC1CCCCC1)c1ccco1 (centres undefined),nt,-3,nt,-20,nt,-6,nt,-8
COc1ccc(C)cc1NC(=O)c1nn(C)cc1Br,4,5,5,nt,0,2,-2,12
CN(C)CCn1c2c(c(SCC(=O)Nc3cccc(C(F)(F)F)c3)nc1=O)CCCC2,9,1,-8,nt,-2,nt,7,18
C[C@H](CO)N1C[C@H](C)[C@@H](CN(C)C(=O)NC2CCCCC2)Oc2ccc(NC(=O)Nc3cccc4ccccc34)cc2CC1=O,19,0,2,-7,-5,nt,-1,9
CN(C)c1nc(N)c([N+](=O)[O-])c(NCCO)n1,-8,-1,2,nt,-2,10,-8,30
COc1ccc(OC)c(Nc2cc3ccccc3c(=O)[nH]2)c1,-7,2,3,17,-26,-11,62*,9
CN(C)N=Nc1nc2c(c(=O)n(C)c(=O)n2C)n1CC1CO1 (centres undefined),-1,2,3,4,-8,11,44,28
Cc1cc2occ(CC(=O)NC3(C)CCS(=O)(=O)C3)c2cc1C (centres undefined),-3,8,2,-4,1,1,2,-13
NC(=O)NC(CC(=O)NCCc1ccc(S(N)(=O)=O)cc1)c1ccccc1Cl (centres undefined),-5,-1,-1,-4,-3,4,1,16
O=C(N/N=C/c1ccc2c(c1)OCO2)c1cc(-c2ccc(F)cc2)nc2ccccc12,-31,-2,-2,?,-2,4,-15,6
CC(=O)Oc1ccc(/C=C2/C(=O)N(c3ccccc3)N=C2C)cc1,1,-4,-2,7,-4,-2,-4,9
O=C1NC(O)CCN1C1CC(O)C(CO)O1 (centres undefined),12,nt,4,nt,4,12,8,15
COc1ccccc1S(=O)(=O)N1CC[C@@H]2[C@H]1c1cc(-c3ccc(F)cc3)ccc1N[C@@H]2CO,-14,-1,-2,-10,-4,14,6,19
CCOC(=O)COc1c(C(=O)OC)sc2ncccc12,0,nt,8,3,3,-9,16,11
O=C(NCCCN1CCCC1=O)c1ccc(NS(=O)(=O)c2ccccc2)cc1,-1,1,-1,-12,7,4,3,-5
O=C(CO/N=C/c1ccc(OC(F)F)cc1)NCc1ccco1,15,0,-2,7,-2,1,4,5
CCOC(=O)c1ccc(NC(=O)c2n[nH]c(=O)c3ccccc23)cc1,1,nt,0,2,-4,-9,2,-8
CCCCNC(=O)c1onc(CSc2ccc(OC)cc2)c1C(=O)O,-2,2,0,nt,3,2,3,19
Cn1cc(C(=O)c2cccc(Cl)c2)cc1C#N,-31,nt,-1,-9,-1,1,-2,23
CC(C)(O)C#Cc1ccc([C@H]2[C@H]3CN(Cc4ccccc4F)CCCCN3[C@H]2CO)cc1,9,2,-3,1,5,nt,-15,11
CC(Sc1nnc(-c2ccccc2F)n1C1CC1)C(=O)N1CCCC1 (centres undefined),nt,8,-2,8,0,-3,-2,7
NC(=S)Nc1cccc2[nH]ncc12,-11,1,-5,2,-2,5,5,25
O=C(Nc1ccc(F)cc1)N1CC(=O)N2[C@H](C1)[C@H](c1ccc(-c3cccc(F)c3)cc1)[C@@H]2CO,-2,nt,1,-7,-7,-6,11,14
C[C@H](CO)N1C[C@H](C)[C@@H](CN(C)C(=O)Nc2cccc(Oc3ccccn3)c2)OCc2cnnn2CCCC1=O,26&9,-3&-1&3,0&-4&2,-9&-6,-1&-4&-4,-5&-19,-5&3&-1,-1&9
Cc1cc(=O)cc(C)n1-c1ccc(Cl)cc1,21,nt,2,nt,0,-17,9,7
CC1=CC(=C(C#N)C#N)c2ccccc2N1C,1,2,-3,nt,-10,-6,44,-24
C#CCOCCOCCOCCNc1nc(N2CCN(C(=O)[C@H]([C@@H](C)CC)n3cc(CCCN=C(N)N)nn3)CC2)nc(N2CCN(C(=O)[C@H](CCCCN)n3cc(CC(C)O)nn3)CC2)n1 (some centres undefined),1,-10,-8,-18,-18,5,-11,-22
CCc1ccc2c(CC(=O)NNC(=O)c3ccncc3)coc2c1,-7,-4,2,2,8,4,3,-5
O=C(Cc1ccccn1)N[C@H]1CC[C@H](CC(=O)N2CCCCC2)O[C@H]1CO,6,-2,-1,2,6,-2,-2,-1
CS(=O)(=O)c1ccc(Nc2nc(C(N)Cc3ccccc3)cs2)cc1 (centres undefined),-11,0,-2,nt,-6,-5,-3,9
C#CCNC(=O)c1cccn1-c1ncc(C(F)(F)F)cc1Cl,3,nt,-2,3,7,1,-10,-11
COc1ccc(NC(=O)Nc2cccc3c2O[C@H](CN(C)S(=O)(=O)c2cn(C)cn2)[C@H](C)CN([C@@H](C)CO)C3=O)cc1,-7,7,0,-4,25,nt,4,nt
Cc1ccc(/C=C2\SC(=S)N(CCC(=O)NCCCN3CCOCC3)C2=O)cc1,5,2,-3,-14,-4,4,nt,-7
COCCNc1nc(NCCN2CCNC2=O)c2sccc2n1,6,-1,1,-7,1,nt,-5,7
COc1ccccc1CCN=C(N)NS(=O)(=O)c1cc(F)ccc1F,12,1,-2,nt,3,nt,nt,-2
COc1ccccc1/C=N/OCc1cc(C(C)=O)ccc1OC,-13,-3,-4,-11,-5,-4,-25,0
Nc1ccc(/C=C/c2ccc3ncccc3c2)cc1,-21,nt,3,nt,0,-2,6,-96
C[C@@H]1CN([C@H](C)CO)C(=O)c2cc(NC(=O)Nc3ccc(F)cc3)ccc2O[C@H]1CN(C)S(=O)(=O)c1cccs1,-10,-2,0,0,-5,nt,-23,nt
C[C@@H]1CN([C@H](C)CO)S(=O)(=O)c2ccc(-c3cccnc3)cc2O[C@H]1CN(C)C(=O)NC1CCCCC1,11,0,-1,-6,-7,9,0,6
O=C(CC1SC(N2CCCCC2)=NC1=O)Nc1ccc(C(=O)NCc2ccccc2)cc1 (centres undefined),-16,-2,-5,0,-3,14,-6,4
Cc1ccc(N(C(=O)Cn2nnc(-c3ccc(C)o3)n2)C(C(=O)NC2CCCC2)c2ccncc2)cc1 (centres undefined),13,-1,-2,nt,0,3,4,11

Remaining list, next part.
SMILES,LGR2 inh,PglD inh,ERAP1 inh,PGC1a acetyl inh,S100A4 MyoIIA,FN deposit inh,EWS-Fli block,PAX8 reporter
CCCS(=O)(=O)c1c(S(=O)(=O)CCC)c2cnccn2c1C(=O)c1ccc(F)cc1,-6,-3,-14,11,-3,nt,0,nt
CC1CCN(S(=O)(=O)N2CCC(C(=O)NCc3cccs3)CC2)CC1,0,nt,7,0,-1,nt,3,nt
CC1(C(=O)N2Cc3ccccc3C2)CCN1C(=O)C1(c2ccc(Cl)cc2)CC1 (centres undefined),-3,1,1,-5,-5,-5,-2,22
COc1ccccc1Nc1ncc(C(=O)N2CCN(Cc3ccc(OC)c(OC)c3OC)CC2)c2ccccc12,12,nt,13,-7,-1,-12,4,18
CCOc1ccc(C(=O)N2CCN(S(=O)(=O)c3ccc4c(c3)OCCO4)CC2)cc1OCC,-15,2,-1,nt,-1,nt,13,4
CN1CCN(C(=O)C[C@@H]2CC[C@@H]3[C@@H](COc4ccc(NC(=O)c5ccc(F)c(F)c5)cc4C(=O)N3C)O2)CC1,-6,1,-3,6,-20,nt,-4,-13
O=C(NNc1cccc(Cl)n1)Nc1ccc(F)cc1,nt,-1,0,5,2,-1,-13,-16
CC(=O)c1cccc(NC(=O)C2CCCN2S(=O)(=O)c2cccc3cccnc23)c1 (centres undefined),8,2,-2,nt,-5,2,10,15

Sorted by the number under PglD inh (largest number first): three from the list above.
Structure,PglD inh
CN1CCN(C(=O)C[C@@H]2CC[C@@H]3[C@@H](COc4ccc(NC(=O)c5ccc(F)c(F)c5)cc4C(=O)N3C)O2)CC1,1
O=C(NNc1cccc(Cl)n1)Nc1ccc(F)cc1,-1
CCCS(=O)(=O)c1c(S(=O)(=O)CCC)c2cnccn2c1C(=O)c1ccc(F)cc1,-3

Looked up above:
For PGC1a acetyl inh, `CC1CCN(S(=O)(=O)N2CCC(C(=O)NCc3cccs3)CC2)CC1` shows 0
For PglD inh, `CCCS(=O)(=O)c1c(S(=O)(=O)CCC)c2cnccn2c1C(=O)c1ccc(F)cc1` shows -3
